GAA glycogen mod: inhibitors or activators of human alpha-glucosidase glycogen cleavage; P10253; Potency, µM (titrated, usually from 76.4 µM), inactives show at the top dose activity change, negative = inhibition, usual class: inhibitors; 300,000 compounds, 0.38% hits; recombinant GAA, glycogen substrate, Amplex Red glucose oxidase fluorescence;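 further: 0% = full enzyme reaction and -100% = no-enzyme basal signal; the screen sought inhibitors and activators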
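qHTS, 1536-well; enzyme 4 nM final; cpd up to 77 uM; substrate bovine liver glycogen 30 ug; 50 mM citrate/phosphate pH 5.0, 0.01% Tween-20; 37 C, 40 min; Amplex Red detection 45 min RT; Hill fit → AC50.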
HttQ103 aggreg: reduces HttQ103-GFP aggregates in PC12 cells; PC12 HttQ103-GFP aggregates, Acumen cytometry, 40 h; Potency, µM (top dose mostly 46.1 µM), without a hit: top-dose activity change, negative = inhibition, usual class: inhibitors; 220,000 compounds, 1.1% hits; AID 1688; further: on the % scale 0 is the no-effect control and ±100 the full control effect; nearly all actives have a fitted effect of over 60% in size
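PC12 cells with ecdysone-inducible HTT exon1 Q103-GFP, induced by 100 nM tebufenozide, given compounds in a concentration series. GFP aggregates (1–25 um, 6 SD above background) counted in lysates by laser-scanning cytometry, 488 nm excitation.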
aGlu spleen mod: inhibits or activates alpha-glucosidase in human spleen homogenate. AID 2112. Potency, µM (doses to about 79.9 µM), inactives show at the top dose activity change, negative = inhibition, hits mostly inhibitors. 240,000 compounds, 0.006% hits. human spleen homogenate, 4-MU-alpha-glucoside fluorescence;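 further: 0% = enzyme with vehicle and -100% = no enzyme basal signal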
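Enzyme source: human spleen homogenate, 1 ug/well. Buffer 50 mM citric acid/K phosphate pH 5.0, 0.01% Tween-20. 4-MU-alpha-glucoside 1 mM; 37 C x 40 min; NaOH/glycine stop; fluorescence.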
HTT cytoprotect: Huntington cell model cytoprotection by ATP luminescence; PC12 HTT-Q103 induced, cytoprotection, ATP luminescence, 40 h; Potency, µM (highest dose often 56.4 µM), without a hit: cytoprotection (ATP increase), most hits filed as activators; 230,000 compounds, 0.14% hits;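 further: % of control where 0% means no effect; nearly all actives have a fitted effect of over 45% in size; toxic huntingtin expression switched on by the ecdysone agonist tebufenozide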
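Compounds added alongside 100 nM tebufenozide, which induces toxic Q103 huntingtin exon 1-GFP in stable PC12 cells; surviving cells quantified by luminescent ATP measurement. Medium: phenol red-free DMEM, 5% equine and 5% calf serum.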
GoLoco inh red: inhibitors of human Gai1-RGS12 GoLoco interaction (red fluorophore). P63096. Gai1:RGS12 GoLoco peptide FP, rhodamine, 10 min. Potency, µM (series often up to 61.6 µM), inactives show at the top dose activity, negative = inhibition, usual class: inhibitors. 230,000 compounds, 0.44% hits. AID 880; active means well fitted inhibition curve with a large enough effect, not every such curve was filed as active; inactive means no such curve, though single readings can be large or run the other way; further: on the % scale 0 is the no-effect control and ±100 the full control effect; nearly all actives have a fitted effect of over 30% in size; many of its hits are not listed in these tables
Target sequence (P63096 whole entry, looked up): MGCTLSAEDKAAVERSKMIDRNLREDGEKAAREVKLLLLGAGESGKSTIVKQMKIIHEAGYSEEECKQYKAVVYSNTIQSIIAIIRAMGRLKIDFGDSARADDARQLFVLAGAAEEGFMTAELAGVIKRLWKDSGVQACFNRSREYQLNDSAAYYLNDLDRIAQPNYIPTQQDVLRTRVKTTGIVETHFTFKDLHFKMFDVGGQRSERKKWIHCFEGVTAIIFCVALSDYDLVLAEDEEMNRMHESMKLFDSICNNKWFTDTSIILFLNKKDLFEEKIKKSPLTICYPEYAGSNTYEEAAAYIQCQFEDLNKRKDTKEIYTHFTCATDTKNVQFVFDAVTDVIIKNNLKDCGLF
IMPase Li inh: cell-permeable IMPase inhibitors with lithium potentiation; CHO-M1 cells, IP1 TR-FRET (IP-One), carbachol + lithium; Potency, µM (top dose mostly 59.4 µM), for the others: at the highest dose activity, negative = IMPase inhibition, usual class: inhibitors; 210,000 compounds, 0.35% hits; AID 1457;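 further: IP1 builds up when IMPase is blocked and the TR-FRET signal falls; plate controls were basal vehicle for no effect and high inhibitor control for full effect; nearly all actives have a fitted effect of over 50% in size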
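CHO-M1, 2000 cells/well, 16–30 h culture; cpd + low Li+, 30 min 37C; lysis with d2-IP1/Eu-anti-IP1 Ab, 10 min RT; TR-FRET 665/620 ratio and 620 channel; AC50 via Hill.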
GAA inh: blocks human lysosomal alpha-glucosidase; Potency, µM (titrated, usually from 76.9 µM), inactives show at the highest dose activity change, negative = inhibition, actives largely listed as inhibitors; 200,000 compounds, 0.005% hits; P10253; purified human GAA, 4-MU-alpha-glucoside fluorescence; AID 1466;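 further: plate controls were uninhibited enzyme wells for no effect and no-enzyme background for full effect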
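Activity normalized between no-enzyme (basal) and enzyme-only wells. Conditions: 4 nM human enzyme, 400 uM fluorogenic substrate, citrate/phosphate pH 5.0 with Tween-20, 20 min room temperature, compounds up to 77 uM.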
* hit, by the source's call; ? = inconclusive; . = not tested or not shown; & = joins results of further samples; [ ] = another dose, or the depositor's remark. Unless noted, the call rests on the fitted dose curve; in most records, active means well fitted curve in the direction sought with a large enough effect; inconclusive means small, poorly fitted or top-dose-only effect, or another doubt; inactive means no such curve, though single readings can be large; an effect the other way counts as inactive or inconclusive. Potency means the concentration at half of the fitted maximal effect. The list is partial; rates above refer to the full screens.

Compound,GAA glycogen mod,HttQ103 aggreg,aGlu spleen mod,HTT cytoprotect,GoLoco inh red,IMPase Li inh,GAA inh
C=CCNC(=O)C(C)Sc1ccc(Cl)cc1 (configuration not stated),-8%,7%,3%,-20%,2%,5%[38.3 µM],3%
COc1ccc(NC(=O)/C(Cl)=C(/Cl)S(=O)(=O)Cc2ccccc2)cn1,5%,?,-2%,-87%[inhibitor][10 µM],0%,42%[activator][38.3 µM],-10%
CCN(CC)CCn1nc(C)nc1-c1ccccc1O,7%,16%,0%,-1%,-2%,24%[38.3 µM],-2%
CCCCC(=O)Nc1cccc(-c2nnc(-c3ccccc3)o2)c1,3%,-17%,-6%,-20%,4%,-1%,-4%
O=C(C1CCCCC1)N1CCC(CO)(Cc2ccccc2Cl)CC1,-7%,-14%[9.22 µM],7%,-6%[10 µM],10%,4%,-4%
CCCCC/C=C\C/C=C\C/C=C\CCCCC(=O)NCCCC(=O)O,.,.,1%,-6%,0%,-3%,.
CCN(CC)S(=O)(=O)c1ccc(C(=O)OCC(=O)NCc2ccco2)cc1,25%,-7%[9.22 µM],1%,0%[10 µM],9%,2%,8%
CC(=O)c1c(C)[nH]c(C(=O)O)c1C,-12%,-5%[9.22 µM],0%,-19%[10 µM],15%,12%,-10%
COc1ccc(C(=O)NC(=O)N2CCCCC2)cc1,-9%,?,0%,10%[0.074 µM],8%,15%[38.3 µM],1%
COc1cc(C2NC(=O)NC(C)=C2C(C)=O)ccc1O (configuration not stated),?,9%[9.22 µM],-7%,18%[10 µM],19%,.,?
COC(=O)c1sc(-c2ccc(C(C)(C)C)cc2)cc1NC(=O)c1ccccc1C(=O)O,-1%,17%[9.22 µM],6%,-9%[10 µM],6%,.,.
O=C(c1ccncc1)N1CCC2(CC1)CCN(C(c1ccccc1)c1ccccc1)CC2,.,.,-14%,?,2%,2%,.
COc1ccc(C(=O)Cn2nnc(-c3ccccc3NC(=O)C3CC3)n2)cc1,-18%,-12%[9.22 µM],-1%,-19%,7%,0%[38.3 µM],?
COc1cc(OC)cc(C(=O)Nc2ncc3c(n2)CC(C)(C)CC3=O)c1,7%,1%,-9%,-9%,-6%,-7%[38.3 µM],?
Cc1cc(C)c(C)c(S(=O)(=O)Nc2ccccc2C(=O)NCCCn2ccnc2)c1C,-4%,7%,-1%,-4%[10 µM],-1%,41%[activator][38.3 µM],-8%
CCn1c(SCC(=O)N2CCc3ccccc32)nnc1-c1c[nH]c2ccccc12,5%,-11%,-7%,-23%[0.074 µM],9%,31%[38.3 µM],?
O=C(NCCCNC(=O)C(F)(F)C(F)F)C(F)(F)C(F)F,11%,-10%,9%,-5%[10 µM],-5%,7%[38.3 µM],-4%
Cc1ccccc1NC1=NC(=S)N(CC(N)=O)C12CCOC(C)(C)C2 (configuration not stated),0%,-36%[9.22 µM],0%,15%[10 µM],7%,.,.
O=[N+]([O-])c1cc(O)c2ncccc2c1,-13%,?,0%,-97%[inhibitor][10 µM],11%,4%,-7%
CCCCCCN(C(=O)CCCCCN1C(=O)NC(c2ccc(-c3ccccc3)cc2)C(C(=O)OCc2ccccc2)=C1C)C(C(=O)NCCCC)c1cccc(C(=O)OC)c1 (configuration not stated),2%,1%[9.22 µM],-11%&-17%,-11%[10 µM],4%&3%,-11%,.
O=C(COc1ccc(Br)cc1)Nc1ccc2c(c1)C(=O)NC2=O,-1%,0%[9.22 µM],1%,-1%[10 µM],-10%,-3%,8%
COc1ccc(N2C(=O)c3ccccc3NC23CCC(C)CC3)cc1 (configuration not stated),2%,11%,8%,-11%,2%,33%[38.3 µM],-5%
CC(=O)c1cccc(NC(=O)NC2CCCc3ccccc32)c1 (configuration not stated),-11%,2%[9.22 µM],7%,10%[10 µM],0%,6%,-1%
CCC(=O)N1c2ccc(C)cc2C2=NNC(=S)NC21O (configuration not stated),2%,-10%,1%,10%,7%,18%[38.3 µM],-8%
O=S(=O)(c1ccc(C2CCCCC2)cc1)N1CCCC1,9%,?,-3%,-22%,-1%,20%[38.3 µM],-1%
O=C(/C=C/c1ccc(F)cc1)N1CCN(c2ncccn2)CC1,1%,-12%,2%,-51%[inhibitor],3%,-3%,2%
COc1ccc(-c2noc(CCC(=O)N3CCC(C)CC3)n2)cc1,3%,2%,-5%,15%,-17%,8%[38.3 µM],-3%
CCCn1nnc(NC(=O)COc2ccc(Cl)cc2)n1,1%,-5%,-4%,-20%,10%,4%[38.3 µM],-7%
COCCCNC(=O)Cn1ncc2c(=O)oc3ccccc3c21,10%,7%,0%,4%,3%,-10%[38.3 µM],3%
COc1ccc(Nc2nc(NCc3ccco3)nc(N/N=C/c3ccccc3Cl)n2)cc1,4%,24%,-6%,14%[1.9 µM],1%,8%,-3%
COc1cc(O)c(C(=O)O)c(O)c1,.,.,1%,.,3%,-1%,.
CC(=O)N1CCC(=NNc2ccc(S(=O)(=O)N3CCOCC3)cc2[N+](=O)[O-])CC1,?,-6%,6%,9%[10 µM],9%,-4%,-23%
COc1ccc(NC(=O)Cn2nnc(C(=O)NCCc3ccc(OC)c(OC)c3)c2N)c(OC)c1,2%,9%,.,-24%,6%,-4%,?
CCOc1cccc(OCCOCCNC(C)(C)C)c1,9%,11%,2%,-19%[10 µM],3%,9%,0%
CC(=O)Nc1cnn(Cc2ccc(Br)cc2)c1,2%,-17%,-3%,11%[1.9 µM],7%,12%[38.3 µM],-8%
O=S(=O)(CCN1CCN(c2ccccn2)CC1)c1ccc(Cl)cc1Cl,-2%,10%[9.22 µM],-7%,10%[10 µM],9%,.,.
Cn1c(SCC(=O)N2CCCC2)nnc1-c1cnccn1,-7%,.,6%,.,2%,-4%,12%
Cc1ccc(-n2c(C)cc(C3=NNC(=NC4CC4)SC3)c2C)cc1C,-15%,?,1%,14%[10 µM],21%,24%,-5%
NC(=O)c1sc2nnc(-c3ccccc3)c(-c3ccccc3)c2c1N,3%,-5%[9.22 µM],1%,-2%[10 µM],8%,.,.
Cc1ccc2c([N+](=O)[O-])cccc2n1,5%,-7%,8%,.,-6%,-20%,4%
CC(C)(C)C1CCC(OCC(O)CN2CCN(c3ccccc3)CC2)CC1 (configuration not stated),-11%,-1%,-3%,-9%,8%,17%[38.3 µM],-5%
CCOC(=O)c1c(C)sc2c1N(C(=O)CN1CCOCC1)c1cc(Cl)ccc1S2,4%,-13%,1%,-1%,13%,2%[38.3 µM],1%
COc1ccc(C[C@H]2CN3C(=NC[C@@H]3C)N2CCNC(=O)CCC2CCCCC2)cc1,-9%,22%[9.22 µM],0%,28%[10 µM],2%,2%,.
NS(=O)(=O)c1ccc(N/C=C/C(=O)c2ccc(Br)cc2)cc1,0%,?,-5%,-17%[10 µM],5%,1%,-2%
CCn1ccnc1CN(C)Cc1cn(C)nc1-c1ccccc1F,7%,11%[9.22 µM],1%,11%[10 µM],-3%,8%,6%
COc1ccc(CCNc2oc(-c3cccc4ccccc34)nc2P(=O)(OC)OC)cc1OC,-28%,-6%,1%,15%[10 µM],6%,?,?
CCCCC[C@H](O)CC(=O)CCc1ccc(O)c(OC)c1,.,.,2%&10%,-17%&-29%,5%&5%,-8%&-3%,.
COc1cc(C)ccc1OCCOc1c(C)cccc1Cl,0%,3%,3%,11%,0%,3%[38.3 µM],?
N#Cc1ccc(COn2nnc3ccccc32)cc1,-3%,4%,-1%,-27%,-4%,0%,-26%
CCOC(=O)Nc1sc(C)nc1-c1ccccc1,5%,-12%,-4%,-35%[10 µM],-1%,-1%[38.3 µM],-3%
O=C(Nc1ccccc1)OCCN1CCN(Cc2ccccc2)CCC1=O,5%,10%,1%,.,3%,7%,8%
Cc1ccc(NC2=CC(=O)CC(C)(C)C2)cc1C,-1%,-24%,-7%,-16%,3%,23%[38.3 µM],0%
Cc1ccc(NC(=O)CSc2ncc3ccccn23)cc1C,-4%,14%,-2%,.,-24%,1%,-6%
CC(C)NC(=O)c1c2c(nc3ccccc13)CCCC2,-8%,-2%,-6%,20%[10 µM],4%,9%,-1%
CC(=O)Nc1ccc(Nc2nc(C)c([N+](=O)[O-])c(N(C)c3ccccc3)n2)cc1,6%,1%[9.22 µM],8%,3%[10 µM],3%,.,.
Cc1ccnc(N2CCC(C(=O)NNC(=O)c3ccccc3C)CC2)n1,13%,-7%,-6%,4%,1%,-7%[38.3 µM],-2%
COc1ccccc1-c1cc(C(=O)N/N=C\c2cn(C)nc2C)c2ccccc2n1,-4%,5%,-1%,.,3%,1%,-10%
Cc1sc2nc3c(C(=O)N4CCCC4)cc(C(=O)c4ccccc4O)cn3c(=O)c2c1C,5%,-23%,0%,22%[10 µM],6%,11%,3%
CCOC(=O)Nc1cc(C(=O)OC)cc(C(=O)OC)c1,2%,-1%,-8%,-9%,3%,-1%[38.3 µM],-2%
CSCCC(NS(=O)(=O)c1ccc2ccccc2c1)C(=O)O (configuration not stated),6%,-8%,0%,16%,-10%,7%[38.3 µM],-2%

(further entries)
Compound,GAA glycogen mod,HttQ103 aggreg,aGlu spleen mod,HTT cytoprotect,GoLoco inh red,IMPase Li inh,GAA inh
Cc1ccc(NC2c3ccccc3C(=O)N2CCN2CCOCC2)cc1 (configuration not stated),15%,-13%,-3%,-16%,6%,-3%[38.3 µM],2%
COc1cc(/C=N/NC(=O)c2cccc([N+](=O)[O-])c2)ccc1OCc1ccc(C)cc1,10%,4%,-10%,-34%,0%,-5%[38.3 µM],7%
CCN(CC)C(=O)c1[nH]cnc1C(=O)N[C@@H](C)C(=O)OCc1ccccc1,-5%,-20%[9.22 µM],3%,-8%[10 µM],0%,4%,.
CCC(C)(C)n1nnnc1C(c1ccccn1)N1CCOCC1 (configuration not stated),3%,10%,-1%,-16%,9%,4%[38.3 µM],6%
Cc1ccc(CC(=O)c2ccc(Cl)cc2)cc1,2%,0%[9.22 µM],7%,20%[10 µM],6%,.,.

Screening data deposited in PubChem BioAssay by National Center for Advancing Translational Sciences (NCATS).
